MEX-5 binding: MEX-5 zinc finger RNA-binding disruptors – biochemical, C. elegans, fluorescence polarization, MLPCN library, primary screen; AID 1832, 2009; activity score (negative = inhibition of binding), % at 10 µM; Zinc finger protein mex-5 (Caenorhabditis elegans), Q9XUB2; 0.38% of 300,000 active; MEX-5/FITC-TCR2 RNA binding; stronger effect = lower value;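 active means inhibition past about -25% in most replicates, and total fluorescence under double the plate's negative control median, limit read from the data; inconclusive means replicates evenly split on the limit, or fluorescence at least double controls; inactive means too little inhibition in most replicates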;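 further: 0% = DMSO and -100% = 5 µM competing unlabeled TCR2 RNA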
Target sequence (Q9XUB2 whole entry, looked up): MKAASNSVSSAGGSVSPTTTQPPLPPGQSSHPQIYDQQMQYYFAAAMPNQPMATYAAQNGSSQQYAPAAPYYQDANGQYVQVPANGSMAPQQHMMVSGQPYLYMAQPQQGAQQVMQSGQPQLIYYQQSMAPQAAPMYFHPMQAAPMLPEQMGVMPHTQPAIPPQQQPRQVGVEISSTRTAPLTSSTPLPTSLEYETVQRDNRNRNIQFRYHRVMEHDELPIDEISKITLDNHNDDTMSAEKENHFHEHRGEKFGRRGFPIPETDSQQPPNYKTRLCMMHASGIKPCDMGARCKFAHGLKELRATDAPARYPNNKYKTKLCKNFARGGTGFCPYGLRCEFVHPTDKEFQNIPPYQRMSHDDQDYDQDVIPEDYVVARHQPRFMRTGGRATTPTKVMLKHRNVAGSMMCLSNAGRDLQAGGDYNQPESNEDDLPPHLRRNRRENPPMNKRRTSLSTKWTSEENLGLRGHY
GRK2 aptamer HTS: compounds blocking aptamer binding on GRK2 – biochemical, human GRK2, bead flow cytometry, HTS, primary screen. Beta-adrenergic receptor kinase 1 (Homo sapiens), P25098. FAM-aptamer displacement from GRK2. 0.59% of 330,000 active. inhibition of aptamer binding, % at 10 µM;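 active means inhibition of aptamer binding above 40%, roughly 3 SD of noise, on plates passing a quality check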;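 further: median bead fluorescence of bound FAM aptamer so fluorescent compounds give negative values; no value below 0 was filed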
AGP1-GFP MLPCN: modulators of AGP1-GFP expression in yeast TOR pathway, primary screen, cell-based, multiplex flow cytometry, S. cerevisiae, MLPCN library. 3 h; GFP as percent of DMSO wells. GFP response vs DMSO, % at 10 µM. 0.02% of 320,000 active. AID 2066, 2009;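 active means GFP response relative to DMSO above a set limit, near screen average plus 3 SD, cut at about 150% in these data; inconclusive means fewer than 70 cells counted for the yeast strain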;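 further: median GFP channel fluorescence of the gated AGP1 strain per well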
VLA-4 inh: inhibition in human VLA-4 binding assay, primary screen, VLA-4 allosteric modulator project, MLPCN library, flow cytometry, VLA-4 expressing cells | Integrin alpha-4 (Homo sapiens), P13612 | ligand binding flow cytometry | inhibition, % (about 7 µM as worked out from the volumes in the protocol) | 0.2% of 330,000 active | AID 2557, 2010; in the data active means inhibition above about 50%
Fam108B inh: mouse Fam108B serine hydrolase inhibitors, primary screen, counter-screen for RBBP9 inhibitor project, biochemical, fluorescence polarization; 0.33% of 300,000 active; recombinant Fam108B, FP-Rh probe fluorescence polarization; inhibition, % at 9.51 µM;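 active means inhibition above the screen mean inhibition plus 3 SD, computed separately per campaign, cut at about 18% in these data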;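 further: inhibitors lower polarization as less probe binds the enzyme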
CIT2-GFP yeast: modulators of CIT2-GFP expression in yeast, primary screen, S. cerevisiae, GFP fusion, multiplex flow cytometry, MLPCN library; S. cerevisiae CIT2-GFP strain, 3 h; 100 means same as DMSO wells; GFP response vs DMSO, % at 10 µM; 0.065% of 320,000 active; AID 2029, 2009;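 active means GFP response relative to DMSO above a set limit, near the screen mean plus 3 SD, cut at about 150% in these data; inconclusive means Fewer than 70 cells measured for a yeast strain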;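 further: ratio of well median GFP fluorescence to mean of DMSO wells on the plate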
MCL1-BIM inh: inhibitors of MCL1 binding to BIM-BH3, primary screen, biochemical, fluorescence polarization. Induced myeloid leukemia cell differentiation protein Mcl-1 (Homo sapiens), Q07820. GST-MCL1 / FITC-Bim-BH3 fluorescence polarization. inhibition, % at 10.9 µM. 0.68% of 320,000 active. AID 2057, 2009;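 active means inhibition above the mean inhibition of all tested compounds plus 3 SD, set per campaign, cut at about 40% in these data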;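 further: 0% = DMSO wells and 100% = unlabeled Bim-BH3 peptide control; higher means more loss of mP so more displacement of Bim peptide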
Bcl-xL primary: inhibitors of human Bcl-xL, primary screen, biochemical, fluorescence polarization, HTS | AID 2129, 2009 | GST-Bcl-xL / FITC-Bim BH3 peptide fluorescence polarization | 0.7% of 320,000 active | Bcl-2-like protein 1 (Homo sapiens), Q07817 | inhibition, % at 10.9 µM;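 active means inhibition above the mean of all tested compounds plus 3 SD, cutoff set per campaign, cut at about 30% in these data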;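 further: 0% = DMSO wells and 100% = unlabeled Bim-BH3 peptide competitor; inhibitors lower millipolarization by displacing the labeled peptide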
GLD-1 RNA inh: GLD-1/TGE RNA complex disruptors, primary screen, biochemical, fluorescence polarization; Female germline-specific tumor suppressor gld-1 (Caenorhabditis elegans), Q17339; purified GLD-1 + fluorescein TGE RNA; inhibition, % at 5.96 µM; 0.44% of 320,000 active;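 active means percent inhibition above a per-plate cutoff, the plate mean of test compounds plus 3 SD, cut at about 30% in these data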;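 further: 0% = DMSO wells with GLD-1 and probe and 100% = wells lacking GLD-1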
Target sequence (Q17339 whole entry, looked up): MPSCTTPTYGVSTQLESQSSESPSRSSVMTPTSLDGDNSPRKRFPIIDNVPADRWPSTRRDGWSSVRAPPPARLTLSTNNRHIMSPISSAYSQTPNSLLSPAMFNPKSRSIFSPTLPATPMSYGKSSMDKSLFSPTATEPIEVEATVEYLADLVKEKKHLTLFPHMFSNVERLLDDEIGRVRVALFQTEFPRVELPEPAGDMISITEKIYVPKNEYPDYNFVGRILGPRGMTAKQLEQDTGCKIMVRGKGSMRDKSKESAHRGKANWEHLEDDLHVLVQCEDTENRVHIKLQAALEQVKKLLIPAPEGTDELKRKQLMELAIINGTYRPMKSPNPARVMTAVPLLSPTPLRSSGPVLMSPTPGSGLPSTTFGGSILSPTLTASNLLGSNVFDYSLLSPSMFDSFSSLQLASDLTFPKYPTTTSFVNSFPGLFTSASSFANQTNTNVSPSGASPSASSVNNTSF
* hit, by the source's call; ? = inconclusive; nt = not tested or not shown; [ ] = dose if it differs, or a comment.

canonical_smiles	Fam108B inh	AGP1-GFP MLPCN	GRK2 aptamer HTS	MEX-5 binding	Bcl-xL primary	MCL1-BIM inh	VLA-4 inh	CIT2-GFP yeast	GLD-1 RNA inh
O=C(NCCCN1CCOCC1)C1CC(=O)N(CCc2ccccc2)C1 (centres undefined)	-3	112	0	-2.3	-2	-3	-6	115	-5
Cc1ccc(NC(=O)C2CCCN(S(=O)(=O)c3cnc[nH]3)C2)cc1F (centres undefined)	-2	104	0	nt	0	1	43	102	3
COc1ccccc1N(CC(=O)NCCc1ccccc1)S(C)(=O)=O	2	94	3	1.8	-1	3	-12	94	-6
CC(C)(C)n1nnnc1C(c1ccc(Cl)cc1)N1CCSCC1 (centres undefined)	-1	nt	0	1.1	2	0	1	90	-9
CC(C)C(=O)N(Cc1ccccc1)S(=O)(=O)c1ccc2c(c1)oc(=O)n2C	-3	103	3	-6.3	-12	-12	-26	100	-6
COc1ccccc1N1C(=N)S/C(=C\c2ccc(-c3ccccc3C(=O)O)o2)C1=O	7	108	44*	-9.5	-3	-8	-7	111	-25
CCOC(=O)CSc1nc(-c2ccc(OC)cc2)ns1	1	100	0	1.3	1	0	3	99	6
CC(NCC(=O)Nc1ccccc1C(=O)NC1CC1)c1ccc(F)cc1F (centres undefined)	nt	108	0	nt	0	-9	-1	102	0
O=C(c1cc2nc(-c3ccco3)cc(C(F)(F)F)n2n1)N1CCN(Cc2ccccc2)CC1	0	95	0	4.6	5	3	9	98	-1
O=[N+]([O-])c1ccccc1S(=O)(=O)NCc1ccc(F)cc1	-2	98	2	-2.3	2	2	14	101	-2
O=C(COc1ccccc1F)N1c2ccccc2CCc2ccccc21	3	98	0	4.3	7	18	7	102	7
O=C(O)c1ccc(Cl)c(S(=O)(=O)Nc2ccccc2N2CCOCC2)c1	3	104	4	-1.2	1	-6	13	99	0
O=C1N(Cc2cccnc2)C[C@@H]2C[C@@H](c3ccccc3C#Cc3ccccc3)N3CCC[C@@]123	-5	105	0	0.0	4	-2	0	105	-10
COCc1nnc(NC(=O)CCc2ccccc2)s1	0	102	0	-1.5	-2	-1	1	nt	-2
O=C(Nc1ccccc1N1CCCCC1)c1cccs1	-2	102	1	-0.9	0	6	14	102	5
CC(C)(C)c1ccc(NC(=O)c2ccc(=O)[nH]n2)cc1	0	98	3	0.8	-2	-23	8	101	7
O=C(O)c1csc(-c2cccs2)n1	0	104	0	-1.1	3	0	4	105	-2
CCCCCn1c(SCC(=O)OC)nc2c1c(=O)[nH]c(=O)n2C	5	100	3	-1.7	3	6	8	95	3
CCCCC(c1nnnn1CCOC)N1CCN(Cc2ccccc2)CC1 (centres undefined)	-2	106	0	0.5	2	-3	1	95	7
COc1cccc(C2CC(c3ccccc3)Nc3nc(N)nn32)c1 (centres undefined)	2	104	4	1.7	7	4	-20	107	-4
O=c1cc(-c2ccccc2F)oc2ccccc12	-1	89	14	-0.4	4	1	-13	92	1
Cc1[nH]n(-c2ccccc2)c(=O)c1N=Nc1cccc(C(=O)O)c1	1	83	1	2.2	12	7	3	97	1
Cc1ccc(C)c(NC(=O)c2cc(=O)c3ccccc3o2)c1	0	86	2	-0.3	6	2	1	96	-4
CCOC(=O)N1CCN(C(=O)CSc2ccc(-c3cccnc3)nn2)CC1	2	106	2	1.0	0	2	6	98	6
O=C(COc1ccc(S(=O)(=O)N2CCCC2)cc1[N+](=O)[O-])N1CCCC1	nt	103	0	nt	7	4	12	102	5
Nc1ccccc1SCc1cn2cccnc2n1	3	102	0	-1.9	4	12	-7	111	6
O=C(NCCc1ccccc1)c1cc(-c2ccncc2)nc2ccc(S(=O)(=O)N3CCOCC3)cc12	-18	109	0	-1.4	4	2	-1	109	7
Nc1cccc(NC(=O)CN2CCOCC2)c1	2	105	2	1.6	3	3	-1	108	-1
Cc1ccc(C(=O)Nc2ccc3c(c2)OCO3)cc1	-4	94	1	0.3	7	6	-17	89	4
COCCN(C(=S)Nc1ccc(C)cc1)C(C)c1cccnc1 (centres undefined)	0	102	6	-0.9	3	4	3	91	0
Cc1ccc(NC(=S)c2ccccc2)cc1	-2	79	3	-3.4	2	2	4	65	4
CCOc1ccccc1C(=O)NCCc1cnc[nH]1	-6	104	1	0.3	1	5	12	112	4
Cc1c(Br)c([N+](=O)[O-])nn1CC(=O)Nc1ccccn1	2	100	2	-1.4	-4	-1	-29	90	6
CC(=O)NCCc1nc2cc(NC(=O)c3ccccc3Cl)ccc2n1C	nt	96	1	0.9	nt	nt	3	102	nt
O=C(NCc1ccc(F)cc1)C1Cc2ccccc2CN1C(=O)c1ccco1 (centres undefined)	3	96	0	1.6	5	5	-2	75	-6
COc1ccc(-c2oc3cccnc3c2/C=C/c2ccc(OC)c(OC)c2)cc1	5	78	0	0.3	4	3	-22	75	1
Cc1ccc(SCc2ccc(C(=O)Nc3ccccc3Br)cc2)cc1	-4	103	2	nt	0	1	24	102	4
Cc1cccc(Sc2c([N+](=O)[O-])ncn2C)n1	6	108	0	-0.3	4	2	-17	108	-4
CC(C)CCN1CCN(Cc2cccn2-c2nccs2)CC1CCO (centres undefined)	2	99	2	-1.0	8	12	22	97	1
CC(C)C[C@H](NC(=O)OC(C)(C)C)C(=O)N[C@@H](CO)[C@H](O)[C@@H]1C[C@@H]1C(=O)NC1CC1	0	85	0	1.7	0	-5	-8	100	6
Cc1c(C)c2c(OCC(=O)NCC(=O)NCC(=O)O)cc3c(c2oc1=O)CCC(C)(C)O3	4	97	2	-0.3	7	-3	6	101	-4
CN(C)Cc1nc2ccccc2c(=O)n1Cc1nc(C(C)(C)C)cs1	3	101	0	nt	2	3	-7	110	8
O=C(ONC1=NCCCCC1)c1cccc([N+](=O)[O-])c1	-2	74	1	1.4	9	21	-2	102	-1
COc1ccc(CCNC(=O)COC(=O)c2ccc([N+](=O)[O-])o2)cc1	nt	104	0	nt	3	0	3	102	5
N#Cc1ccc(C(=O)OCC(=O)NC(=O)NC2CCCCC2)cc1	nt	100	7	nt	6	9	1	100	0
Cn1ccsc1=NC(=O)c1ccc([N+](=O)[O-])o1	3	12[may fluoresce violet]	22	2.0	1	20	10	?	-2
O=C(CSc1ccsc1[N+](=O)[O-])NCCc1ccc(Cl)cc1	1	99	0	-3.0	0	3	7	99	0
Cc1ccc(S(=O)(=O)Nc2ccccc2CNc2ncc(Br)cc2Br)cc1	-14	100	5	0.0	4	5	8	100	-7
O=C(Nc1ccc2nn(-c3ccccc3)nc2c1)c1ccc(Br)o1	-25	99	0	-1.5	0	4	17	100	1
Cc1ccc2[nH]c(=O)c(CN(CCCN3CCOCC3)C(=O)Nc3ccc(Cl)cc3)cc2c1	0	92	0	2.5	1	2	-2	95	5
CCC1(C)C2(C#N)C(N)=NC(OC)(OC)C12C#N (centres undefined)	7	103	3	-1.5	-7	-22	12	104	0
COc1cccc(CNC(=O)COC(=O)c2ccc(Cl)s2)c1	nt	93	5	nt	nt	nt	0	92	3
Cn1c(C(=O)OC(C(=O)NC2CCCC2)c2ccncc2)cc2sccc21 (centres undefined)	5	100	1	-0.2	2	4	-1	105	0
CCOC(=O)CNc1ccc(OC(F)(F)F)cc1	5	nt	0	1.7	-2	-3	11	nt	0
Cc1ccc(C#CC[N+](C)(C)CC#Cc2ccccc2)cc1	-2	99	0	-0.3	1	-4	-1	94	2
CCS(=O)(=O)N1Cc2ccccc2CC1C(=O)Nc1nc2ccccc2[nH]1 (centres undefined)	0	98	0	0.9	0	-2	12	nt	5
COc1ccccc1-n1nc(C(=O)Nc2ccc3c(c2)OCO3)c2ccccc2c1=O	1	104	1	1.0	4	3	9	104	12
CCCCCCC1C(C#N)=C(N)OC2=C1C(=O)CC(C)(C)C2 (centres undefined)	-1	94	3	-1.1	2	1	42	91	0
Cc1ccc(/C=N/NC(=O)c2ccc3c(c2)OCCO3)s1	1	108	1	-0.2	1	0	9	100	-6
CC12CN3CCN(CC(C3)/C1=N\N=C1/C3CN4CCN(C3)CC1(C)C4)C2	4	98	2	-1.0	3	4	11	107	1

Later entries
canonical_smiles	Fam108B inh	AGP1-GFP MLPCN	GRK2 aptamer HTS	MEX-5 binding	Bcl-xL primary	MCL1-BIM inh	VLA-4 inh	CIT2-GFP yeast	GLD-1 RNA inh
COc1ccc(-c2ccc3c(=O)cc(-c4ccsc4)oc3c2)cn1	nt	91	0	nt	nt	nt	-19	79	-60
CCOC(=O)Cc1csc(NC(=O)CSc2nnnn2-c2ccc(C)c(C)c2)n1	-1	103	0	0.3	3	2	-10	106	0
CCCC(=O)OCCNc1cc(SCc2ccco2)c2nonc2c1[N+](=O)[O-]	6	104	8	-2.5	23	43*	0	106	5
N#CNC(=Nc1cccc(F)c1)SCc1ccccc1F	-1	93	0	-2.8	8	7	14	95	6
Cc1ccccc1Nc1nc(N)nc(COC(=O)CCS(=O)(=O)c2ccccc2)n1	-1	95	2	1.1	3	8	6	92	0
O=C(NCc1ccco1)C1CCCN(S(=O)(=O)c2cnc[nH]2)C1 (centres undefined)	-3	104	1	-2.9	2	-9	-1	112	-2
CC(OC(=O)c1cccc(S(=O)(=O)N2CCCC2)c1)C(=O)NC1CCCCC1C (centres undefined)	-1	105	0	0.7	3	0	0	94	7
CCc1ccc(-n2c(C)n[nH]c2=S)cc1	-4	105	0	2.7	-2	-7	-1	101	-5
CCOc1ccc2sc(NS(=O)(=O)c3ccc(N)cc3)nc2c1	1	93	1	2.9	2	3	3	83	3
O=S(=O)(Cc1ccc(Cl)cc1)N1CCN(Cc2ccccc2)CC1	1	109	0	nt	3	9	2	114	-2
CCc1ccc(C(=O)COC(=O)c2ccccc2OC)cc1	0	92	2	3.1	4	4	5	89	7
CCc1nnc(NC(=O)CSCc2cc(=O)n3nc(C(C)C)sc3n2)s1	4	92	5	1.6	7	3	7	100	-2
Cc1ccc(C(=O)NC(O)C(Cl)Cl)cc1 (centres undefined)	0	108	0	2.7	-2	-6	12	107	2
O=C(Nc1ccccc1)c1cccc(-c2nnc(-c3ccccc3)o2)c1	1	104	1	-0.2	3	-3	-8	111	2
CN(C)S(=O)(=O)Nc1ccccc1F	3	93	3	1.6	3	3	-4	97	7
COc1ccc(CCNC(=O)c2ccc3c(=O)n(Cc4ccco4)c(=S)[nH]c3c2)cc1OC	-9	97	0	-0.6	0	-2	7	89	-5
COc1ccc(N2CCN(c3oc(COc4ccc(Cl)cc4)nc3C#N)CC2)cc1	1	92	0	-1.0	3	-1	2	92	6

Assay outcomes from PubChem BioAssay.
